# NCOA1 inh: SRC1 coactivator transcriptional activity inhibitors, primary screen, cell-based, luminescence; Nuclear receptor coactivator 1 (Homo sapiens), Q15788; HEK293 GAL4-SRC1 luciferase reporter; inhibition, % at 3.6 µM; 0.12% of 360,000 active; AID 588354, 2011;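 active = inhibition above the campaign mean plus 3 SD, with each screening campaign given its own cutoff, cut at about 60% in these data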;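 also: 0% = DMSO treated cells and 100% = gossypol at 36 µM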
# NOD2-RIPK2 inh: NOD2-RIPK2 binding disruptors in cells, primary screen, fluorescence, CHO cells, BLA complementation. Receptor-interacting serine/threonine-protein kinase 2 (Homo sapiens), O43353. CCF4 ratio. inhibition, % at 4.98 µM. 0.38% of 360,000 active. AID 624267, 2012; in the data active = inhibition above about 21%;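 also: 0% = vehicle only and 100% = reference blocker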
# Target sequence (O43353 whole entry, looked up): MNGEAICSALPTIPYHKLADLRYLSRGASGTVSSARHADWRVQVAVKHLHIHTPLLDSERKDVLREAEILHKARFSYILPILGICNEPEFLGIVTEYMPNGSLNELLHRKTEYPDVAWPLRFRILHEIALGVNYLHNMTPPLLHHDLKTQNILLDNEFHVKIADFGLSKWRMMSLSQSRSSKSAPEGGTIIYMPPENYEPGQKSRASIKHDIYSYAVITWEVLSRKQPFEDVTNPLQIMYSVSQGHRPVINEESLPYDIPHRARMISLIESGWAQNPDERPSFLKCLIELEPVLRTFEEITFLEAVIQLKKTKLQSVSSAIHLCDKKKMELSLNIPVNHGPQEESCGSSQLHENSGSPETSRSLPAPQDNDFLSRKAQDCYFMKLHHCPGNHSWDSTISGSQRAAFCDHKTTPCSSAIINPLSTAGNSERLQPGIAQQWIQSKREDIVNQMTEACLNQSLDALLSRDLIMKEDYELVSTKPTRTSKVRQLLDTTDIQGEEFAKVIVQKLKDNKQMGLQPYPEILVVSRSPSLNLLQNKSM
# TRAIL sens C8: viability loss with TRAIL in NB7+C8 cells, primary screen, TRAIL sensitizer project, cell-based, ATPlite luminescence; inhibition (viability loss, TRAIL sensitization), % at 10 µM; 1% of 360,000 active; AID 624354, 2012;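 active = compounds causing at least 50% loss of cell viability in the single-dose screen, relative to plate controls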
# NR2F2 inh: NR2F2 transcriptional activity inhibitors, primary screen, cell-based, luciferase reporter, HEK293T, luminescence; HEK293T NGFI-A luciferase reporter; inhibition, % at 8.6 µM; 0.7% of 370,000 active; AID 686940, 2013;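 active = inhibition above a per-plate cutoff, mean inhibition of test wells between control levels plus 3 SD, cut at about 38% in these data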;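 also: cells cotransfected with COUP-TFII expression vector driving the NGFI-A reporter; 0% = median of COUP-TF2 test wells and 100% = reporter-only cells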
# Target sequence (P24468 whole entry, looked up): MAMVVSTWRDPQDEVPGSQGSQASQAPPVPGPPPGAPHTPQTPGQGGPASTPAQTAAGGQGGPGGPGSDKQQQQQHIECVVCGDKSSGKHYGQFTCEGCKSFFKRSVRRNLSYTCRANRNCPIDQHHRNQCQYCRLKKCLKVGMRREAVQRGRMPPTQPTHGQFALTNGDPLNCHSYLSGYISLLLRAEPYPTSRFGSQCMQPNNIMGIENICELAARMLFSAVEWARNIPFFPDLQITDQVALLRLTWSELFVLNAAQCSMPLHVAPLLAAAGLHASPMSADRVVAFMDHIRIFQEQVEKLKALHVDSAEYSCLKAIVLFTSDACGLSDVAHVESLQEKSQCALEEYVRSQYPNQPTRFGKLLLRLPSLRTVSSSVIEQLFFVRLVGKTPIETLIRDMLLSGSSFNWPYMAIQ
# EBV LMP1 NFkB: EBV LMP1-driven NF-kappaB luciferase reporter inhibitors, primary screen, cell-based, luminescence, single point. LMP1-induced NF-kappaB luciferase reporter cells. inhibition, % at 12.5 µM. 0.69% of 350,000 active. AID 504558, 2011; in the data active = inhibition above about 41%; inconclusive = no clear call, values can overlap the other calls;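 also: 0% = neutral control wells and 100% = reference inhibitor control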
# NCOA3 inh: SRC3 coactivator transcriptional activity inhibitors, primary screen, cell-based, luminescence; inhibition, % at 3.6 µM; HEK293 GAL4-SRC3 luciferase reporter; Nuclear receptor coactivator 3 (Homo sapiens), Q9Y6Q9; AID 588352, 2011; 0.17% of 360,000 active;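 active = inhibition above a per-campaign cutoff, the mean of all compounds plus 3 SD, cut at about 60% in these data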;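 also: 0% = DMSO-treated cells and 100% = gossypol-treated cells at 36 µM; higher means less SRC3-driven luciferase light from the GAL4 reporter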
# Vif inh: HIV Vif self-association inhibitors, primary screen, imaging, HEK293T, single point | 0.35% of 340,000 active | HEK293T cells, Vif self-association by quenched fluorescence, 24 h | inhibition, % at 7.49 µM | AID 602346, 2012; in the data active = inhibition above about 50%, passing the limit was not always enough; inconclusive = no clear call, values can overlap the other calls; inactive = below about 31%; also: some results filed as inactive read as strong as hits
# TLR9-MyD88 inh: inhibitors of TLR9-MyD88 association in cells, primary screen, cell-based, CHO, BLA complementation, fluorescence. inhibition, % at 4.98 µM. 0.21% of 340,000 active. AID 504734, 2011. CCF4 FRET ratio;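 active = inhibition above the mean over all tested compounds plus 3 SD, cut at about 21% in these data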;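 also: 0% = DMSO only wells and 100% = clavulanate BLA inhibitor control wells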
# NR5A2 inv ag: LRH-1 (NR5A2) inverse agonists, primary screen, cell-based, luminescence, HEK293T, StAR-luciferase reporter; Nuclear receptor subfamily 5 group A member 2 (Homo sapiens), O00482; LRH-1 transfected, 24 h; inhibition, % at 3.6 µM; 0.13% of 360,000 active; AID 602396, 2012;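 active = inhibition above the mean inhibition of all tested compounds plus 3 SD, cut at about 73% in these data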;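 also: 0% = DMSO wells and 100% = reporter-only cells lacking LRH-1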
# SRC2 inh: inhibition of GAL4-SRC2 driven luciferase reporter, primary screen, SRC2 inhibitor project, cell-based, luminescence. HEK293 GAL4-SRC2 luciferase reporter. inhibition, % at 9 µM. Nuclear receptor coactivator 2 (Homo sapiens), Q15596. 0.17% of 370,000 active;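 active = inhibition above the mean inhibition of all tested compounds plus 3 SD, set per campaign, cut at about 52% in these data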;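 also: 0% = DMSO treated cells and 100% = cells given Gossypol at 36 µM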
# TROY NFkB inh: inhibitors of TROY-driven NF-kB signaling, primary screen, Q293 LMP1-TROYcd cells, NF-kB luciferase, uHTS; Q293 LMP1-TROYcd NF-kB luciferase reporter, 4 h; inhibition, % at 10 µM; 0.98% of 360,000 active;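 active = compounds whose plate-normalised and pattern-corrected inhibition of the luciferase reporter signal at the single screening dose is 50% or more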
# * = called active by the depositor; ? = inconclusive; · = no result given. The list is partial; count on the stated rates, not on these rows.
SMILES,NCOA1 inh,NOD2-RIPK2 inh,TRAIL sens C8,NR2F2 inh,EBV LMP1 NFkB,NCOA3 inh,Vif inh,TLR9-MyD88 inh,NR5A2 inv ag,SRC2 inh,TROY NFkB inh
COc1ccc(NS(=O)(=O)c2ccc3c(c2)NC(=O)CO3)cc1,-9,-4,2,-4,-1,11,2,7,24,-10,-6
Cc1ccc(S(=O)(=O)NCc2ccc(C(=O)N3CCN(Cc4ccccc4)CC3)cc2)cc1,19,-2,18,48*,15,16,-6,-8,20,16,31
CCc1ccc(C(C)NC(=O)c2ccc(F)cc2)cc1 (stereo not drawn),0,-21,-4,9,-7,-6,·,-1,13,27,-1
CC1C(=O)N2CCCc3cc(S(=O)(=O)NCCc4ccccc4)cc1c32 (stereo not drawn),-1,6,-5,1,0,8,-4,-1,6,-7,5
CC(C)CCNc1nc(-c2ccco2)c2c(c1C#N)CCCC2,-5,-9,47,7,-7,-36,7,-14,-15,-3,9
COc1ccc(CN(C)C(=O)Cn2ccc(NC(=O)OCc3ccccc3)nc2=O)cc1OC,4,0,-11,-7,5,-6,1,2,-2,-4,-3
CCOCCCNC(=O)c1ccc(NC(=O)C2=CSCCO2)cc1,-3,-4,-25,-13,-1,5,7,1,-13,1,-11
Cn1c(=O)c2c(SCC(=O)N3CCCC3)nc(CC(C)(C)C)nc2n(C)c1=O,-5,-1,41,-1,-8,-7,9,-1,-7,16,12
COc1ccccc1C(=O)NCCNc1ccc([N+](=O)[O-])cc1Cl,18,-15,-6,-5,1,8,2,-10,15,-7,5
CN(c1ccccc1C(=O)N1CCN(Cc2ccc3c(c2)OCO3)CC1)S(C)(=O)=O,-6,-3,13,-7,9,14,-4,-1,10,6,4
CCOC(=O)c1cc(NC(=O)c2ccc(OC)cc2)c(=O)oc1-c1ccccc1,-14,-5,-7,-2,1,17,-2,-9,2,-3,17
CCCOC1CCCN(Cc2cn(C)nc2-c2ccccc2F)C1 (stereo not drawn),-4,-2,3,16,3,3,-2,-10,-11,4,13
O=C(COC(=O)CCC(=O)c1cccs1)Nc1ccc(S(=O)(=O)N2CCOCC2)cc1,1,8,-3,-8,-4,13,-5,-2,-7,18,-2
COc1ccc(C)cc1NC(=O)NCCCCc1ccccc1,7,6,2,-13,-2,-3,-13,5,-6,-4,-2
Cc1cc2c(cc(C(=O)OC(C(=O)NCC3CCCO3)C(C)C)n2C)o1 (stereo not drawn),5,-5,-4,32,5,1,0,8,13,2,28
Cc1ccc(C)c(Cn2cnc3c(oc4ccccc43)c2=O)c1,-5,11,2,12,0,9,-2,10,7,1,-29
CC(=O)Nc1ccc(S(=O)(=O)N2CCCN(S(=O)(=O)c3ccc(NC(C)=O)cc3)CC2)cc1,15,0,-11,3,6,7,11,-8,0,6,-2
COc1cccc(-n2c(C)c(C(C)=O)c(C(C)=O)c2C)c1,-10,-12,-3,0,-11,26,3,7,-4,11,5
COc1ccccc1OCc1n[nH]c(=S)n1Cc1ccccc1,-8,-7,-3,4,-3,-7,-13,-4,6,-28,-7
O=C(CSc1nnc(-c2ccncc2)n1-c1ccc(Cl)cc1)Nc1ccc(C(=O)O)cc1,0,-3,0,3,-5,-2,23,-5,3,-25,1
COCCN(CCOC)Cc1cc(=O)oc2cc(C)c(Cl)cc12,-17,-11,9,9,·,10,·,·,18,-51,19
Cc1ccccc1NC(=S)NC(=O)C1CCCCC1,-3,-7,-3,-10,3,8,-5,5,11,-42,-8
CCn1c(=O)c2ccccc2n(Cc2ccccc2C)c1=O,-97,-10,-12,-4,6,-8,5,3,7,-2,-11
C=CCn1c(C)cc(C(=O)CSc2nnc(NC(C)C)s2)c1C,-21,3,-9,1,-6,-18,·,-9,-28,-14,-1
CCCCN(C)CCNC(=O)C1CCCN(S(=O)(=O)c2cccc3nsnc23)C1 (stereo not drawn),-15,-9,6,8,4,-3,1,-4,-14,-11,-2
Oc1ccccc1-c1nnc(SCCN2CCOCC2)n1Cc1ccccc1,9,-15,18,0,-2,2,24,5,37,-32,-5
CN(CCc1ccccc1)C(=O)c1ccc(NC(=O)Cc2ccc(NC(=O)C3CCCN(C(=O)C4CCC4)C3)cc2)cc1 (stereo not drawn),18,-3,6,27,5,-5,·,-5,-11,18,1
CCc1ccc(NS(=O)(=O)c2ccc3[nH]cc(C(=O)N4CCc5ccccc54)c(=O)c3c2)cc1,-61,-4,-2,-2,-18,-61,-3,6,-30,-42,-15
O=C(/C=C/c1ccco1)NCCc1ccccc1,-77,-4,14,-35,-27,-71,1,-3,-55,-38,8
CC(C)c1cc(CNC(=O)C2CCC(=O)N(Cc3ccccc3F)C2)on1 (stereo not drawn),-5,-9,-8,17,3,3,-2,0,-5,-24,-31
CCCCNC(=O)c1nc(-c2cnc(C)cn2)oc1-c1ccc(Cl)cc1,·,-5,6,-8,·,·,·,·,-1,2,·
CC(C)=NNC(=O)c1c(O)c2ccccc2[nH]c1=O,-9,-14,-2,-4,-7,10,-3,-1,-6,-18,-2
Brc1ccc(-c2nnc(SCCC3OCCCO3)o2)cc1,-42,-1,16,-43,-19,-44,8,9,-20,-65,-44
CC1(C)CC(CC(=O)O)(c2ccc(Cl)cc2)CCO1 (stereo not drawn),7,-5,-8,11,2,1,-1,-7,-21,-1,2
CC1(C)Cc2c(sc(NC(=O)c3ccc(S(=O)(=O)N4CCCCCC4)cc3)c2C#N)C(C)(C)N1,-9,-1,-10,-6,-5,-18,-7,2,2,11,-6
COc1ccc(/C=C(\NC(=O)c2ccccc2)C(=O)N/N=C/c2ccncc2)cc1,-3,8,4,6,8,-3,0,0,10,-10,3
O=C(CSc1nc2c(c(=O)n1-c1ccccc1)SCC2)N1CCN(c2ccccc2)CC1,6,-8,-6,-6,27,-4,-7,4,5,-21,16
O=C(c1ccccc1)c1ccc2c(c1)OCCOCCOCCOCCO2,6,-3,-1,-7,8,5,-21,-9,-35,-24,-14
CCOC(=O)N1CCN(C(=O)c2ccccc2NC(=O)c2ccc(C(C)(C)C)cc2)CC1,-23,1,-15,8,-4,14,-5,-1,6,-22,-26
CC(=O)Nc1cccc(C(=O)OCC(=O)N(c2ccccc2)C2CCS(=O)(=O)C2)c1 (stereo not drawn),-6,-9,-1,-8,5,12,1,4,9,-23,0
O=C(COc1ccc(S(=O)(=O)N2CCCCC2)cc1)NCC1CCCO1 (stereo not drawn),-15,-6,3,7,-11,23,6,-8,-11,-8,-1
Cc1onc(-c2c(Cl)cccc2Cl)c1C(=O)N1CCCCC1,-5,-8,-6,3,-5,-4,16,-4,-1,-6,18
COC(=O)c1cc(NC(=O)CC2NC3CCCCC3NC2=O)cc(C(=O)OC)c1 (stereo not drawn),9,-10,-7,3,-8,13,7,4,1,-18,13
C=C(C)CNC(=S)/N=c1\scc(C)n1CC,-44,-2,7,-2,-17,12,-4,3,-14,-33,-15
Cc1ccc(NC(=O)c2ncn(CCCN(C)CCc3ccccn3)n2)cc1C,4,-2,2,-10,-2,-9,-4,-11,1,2,3
COc1ccc(NS(=O)(=O)c2cccc3cccnc23)cc1OC,-13,-5,-4,20,17,-12,2,-1,19,-3,-1
CCOc1ccc(NC(=O)CSc2nc3ccccc3nc2N2CCCC2)cc1,7,15,2,11,3,3,·,-4,-8,-28,10
CC(=O)OCCN(CCCn1c(-c2ccncc2)nc2ccccc21)c1nc(-c2ccc(C)cc2)cs1,-15,4,13,-9,-12,10,8,-4,7,-24,28
Cc1nc2nc(-c3ccco3)[nH]n2c(=O)c1Cc1ccccc1,-5,5,-3,-5,2,1,?,6,4,-3,2
CC12CCC(C(=O)N(CCCCN3CCN(Cc4ccccc4)CC3)C1=O)C2(C)C (stereo not drawn),-16,4,-16,4,·,7,3,·,0,-12,5
O=C(NCCN1C(=O)S/C(=C\c2ccc(Cl)cc2)C1=O)c1ccc(F)c(S(=O)(=O)N2CCOCC2)c1,-19,-6,7,-10,-35,-5,-3,-7,-7,-15,-73
COC(=O)[C@H](CCSC)NC(=O)Nc1ccc(OC)cc1,-8,-8,2,0,13,-12,8,-7,-21,-10,15
COc1ccc(O)c(C(=O)CC(=O)c2ccc(F)cc2)c1,-70,-6,80*,-38,29,-93,·,7,-152,-10,40
CC(=O)c1ccc(N2CCN(C(=S)Nc3ccc(Oc4ccccc4)cc3)CC2)cc1,14,1,7,69*,2,23,7,-2,13,1,23
Cc1nnc(NC(=O)Cc2ccc(OCc3c(C)noc3C)cc2)s1,-24,-9,7,0,2,0,-22,-10,-5,-18,3
O=C(O)c1ccccc1N/N=C/C1=C(N2CCOCC2)C(=C\c2ccccc2)/CC1,-19,8,0,3,-17,-8,-6,-4,-13,14,-8
O=C(O)c1ccccc1NS(=O)(=O)c1ccccc1C(F)(F)F,6,-9,-5,-1,-1,-2,·,-4,0,-22,-14
CCCC(NC(=O)C(C)N1CCN(S(=O)(=O)c2ccccc2)CC1)c1ccccc1 (stereo not drawn),11,-2,1,9,-5,-12,-5,-4,2,-2,1
O=C(Nc1ccc(F)c([N+](=O)[O-])c1)C(=O)c1c(O)[nH]c2ccccc12,-5,3,4,3,10,9,-6,6,12,8,-27
COc1cccc(CN2CC(C(=O)N3CCSCC3)CCC2=O)c1 (stereo not drawn),-18,3,-4,-8,-1,0,15,-4,-12,-29,2

# Next part:
SMILES,NCOA1 inh,NOD2-RIPK2 inh,TRAIL sens C8,NR2F2 inh,EBV LMP1 NFkB,NCOA3 inh,Vif inh,TLR9-MyD88 inh,NR5A2 inv ag,SRC2 inh,TROY NFkB inh
Cc1cc(C)cc(N(CC(=O)NC2CCCC2)C(=O)CNC(=O)c2ccco2)c1,8,-9,18,15,2,3,4,3,-1,6,-11
CC1(C)CC(=O)c2c(O)cc(OCC(=O)N3CCN(c4ccccc4)CC3)cc2O1,15,-5,0,-13,-1,-7,7,-4,14,-3,-2
CCn1c(CN2CCOCC2)nnc1SCC(=O)Nc1ccccc1C,4,-31,-12,1,0,13,-4,5,2,3,8
COc1cccc(N/C(N)=N/c2nc(C(F)(F)F)cc(C(F)(F)F)n2)c1,14,-2,6,7,-9,17,-15,-4,-18,-9,20
Cc1ccc(S(=O)(=O)N2CCC3(CC2)OCCO3)s1,5,-10,12,-5,2,8,-5,-8,-4,7,-22
Cc1cccc(N2CC(O)(c3cccs3)[N+]3=C2CCCC3)c1C (stereo not drawn),22,-2,16,3,2,1,0,1,10,-5,-2
Cc1ccc(-c2nnc(CN3CCCCC3C)o2)cc1 (stereo not drawn),-22,1,2,-22,5,-34,-7,4,0,28,-10

# From PubChem
